NR2E3 agonist: NR2E3 (human) agonism | Q9Y5X4 | GST-NR2E3/biotin-RetCOR TR-FRET, 1536-well | inhibition of corepressor binding, % at 4.78 µM | 0.12% of 320,000 active;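 active means percent inhibition above the cutoff of mean plus 3 SD of all tested compounds, set per screening campaign, cut at about 20% in these data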;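 further: 0% = DMSO wells and 100% = biotin wells as full block of FRET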
Target sequence (Q9Y5X4 whole entry, looked up): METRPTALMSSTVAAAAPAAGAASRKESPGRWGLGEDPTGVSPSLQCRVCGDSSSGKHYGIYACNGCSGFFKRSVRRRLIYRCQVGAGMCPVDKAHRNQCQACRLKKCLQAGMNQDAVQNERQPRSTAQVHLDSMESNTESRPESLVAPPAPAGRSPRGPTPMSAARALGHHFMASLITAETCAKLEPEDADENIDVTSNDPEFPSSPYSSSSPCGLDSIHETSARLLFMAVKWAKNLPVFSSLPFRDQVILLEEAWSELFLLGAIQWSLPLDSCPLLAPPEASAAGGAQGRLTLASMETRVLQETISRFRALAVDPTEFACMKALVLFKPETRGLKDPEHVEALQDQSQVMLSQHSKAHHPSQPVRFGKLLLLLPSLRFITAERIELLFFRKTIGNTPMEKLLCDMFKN
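Assay system: NR2E3–RetCOR corepressor complex. Quantity: 1.35 nM GST-NR2E3. Buffer or medium: pH 7.5 Tris-based buffer. Reagent: biotinylated RetCOR corepressor at 7 nM final. Schedule: 5 h at 4 °C. Detection: TR-FRET, emission read at 617 and 671 nm. Replicates: one well per compound, singlicate testing.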
An asterisk follows results filed as active. Only part of the results is shown (hit frequency here may not be typical).

NR2E3 agonist	canonical_smiles
1	CC1(C)CC[C@]2(C(=O)O)CC[C@]3(C)C(=CCC4[C@@]5(C)CC[C@H](O)C(C)(C)C5[C@H](O)C[C@]43C)[C@@H]2C1 (stereo partly specified)
0	CCn1c(SCC(=O)c2c(N)n(C)c(=O)n(C)c2=O)nnc1-c1ccccc1
-3	COc1cc(/C=N/N=C/c2c[nH]c(=O)c(C#N)c2Nc2ccccc2)ccc1O
-18	ClCC1=Nc2cccc3cccc(c23)N1
3	CCOC(=O)Cc1nc2ccccc2o1
0	CCCNC(=O)c1[nH]c(C)c(C(=O)OCC)c1C
-1	CCC(C)n1c(-c2ccco2)nc2nc3ccccc3nc21 (stereo unspecified)
-6	Clc1cccc(Cl)c1NC1=NCCN1
1	CCC(=O)Nc1nc2n(n1)C(c1ccc(OC)cc1)C=C(c1ccccc1)N2 (stereo unspecified)
0	COCCCn1c2nc3ccccc3nc2c2c(=O)n(Cc3cccs3)cnc21
2	O=C(COC(=O)CC(c1ccccc1)c1ccccc1)Nc1ccc(F)c(F)c1
3	CC1CC(C)CN(CCCNC(=O)C2CCN(c3ncnc4c3sc3cccc(F)c34)CC2)C1 (stereo unspecified)
-2	CCOC(=O)c1cnc(=O)[nH]c1C
-1	C/C(CCC(=O)OC[C@H]1O[C@H](C#Cc2ccccc2)C=C[C@@H]1Oc1ccc(C)cc1)=N\OC[C@@H](O)[C@H]1O[C@@H]2OC(C)(C)O[C@@H]2[C@H]1O
3	CCCCNS(=O)(=O)c1ccc2nc(-c3cccs3)cc(C(=O)NCC(OC)OC)c2c1
1	COC(=O)c1scc2c(Oc3ccccc3)cc(C(F)(F)F)nc12
0	O=C(COc1ccccc1)NNC(=S)NC(=O)c1ccc(Cl)cc1Cl
1	O=C(NS(=O)(=O)c1ccccc1Cl)c1ccc[nH]1
0	CC(C)(C)c1ccccc1NC(=O)c1c(O)c2cccc3c2n(c1=O)CC3
0	O=C1NN(c2ccc(Cl)c(Cl)c2)C(=O)/C1=C/c1cccc(OC(=O)c2cccs2)c1
3	COc1ccc2[nH]c(=O)c(-c3nnn(-c4ccc(Cl)c(Cl)c4)n3)cc2c1
1	C=CCC(Nc1ccccc1)c1ccc(OC)c(OC)c1 (stereo unspecified)
0	COc1cc(OC)cc(C(=O)Nc2cccc(-c3ccc4nncn4n3)c2)c1
0	Cc1ccccc1Nc1nc(-c2sc(NC(=O)c3cccc(Cl)c3)nc2C)cs1
-3	CC1(C)Cc2c(c(N3CCCC3)nc3sc4c(N5CCNCC5)ncnc4c23)CO1
2	Cc1cc(=O)oc2cc(OCC(=O)N3CC(C)OC(C)C3)ccc12 (stereo unspecified)
5	CC(=O)Sc1nc(-c2ccccc2)[nH]c1S(=O)(=O)c1ccc(C)cc1
-1	Oc1ccc(N=Nc2ccc3c(c2)OCO3)c2ccccc12
6	COC/C=C/C1=CC2=CC(=O)C(C)(OC(=O)c3cnc4ccccc4n3)C(=O)C2=CN1CCc1c[nH]c2ccccc12 (stereo unspecified)
3	CC1=C(/C=C/C(C)=C/C=C/C(C)=C/C=C/C=C(C)/C=C/C=C(C)/C=C/C2=C(C)CCCC2(C)C)C(C)(C)CCC1
0	Cn1c2ccccc2n2c(=O)c(=O)n(CC(=O)N3CCCc4ccccc43)nc12
5	O=C1NC(=O)[C@@H]2C3c4ccccc4C=CN3[C@H](C(=O)c3cccs3)[C@H]12 (stereo partly specified)
0	O=Cc1sc([O-])nc1-[n+]1ccc2ccccc2c1
4	CC(C)(Oc1ccc(-c2ccco2)cc1)C(=O)O
1	Cc1ccc(NC(=S)/C(=C(\[O-])c2ccc(C)c([N+](=O)[O-])c2)[n+]2ccccc2)cc1C
1	Cc1cc(NNC(=O)Nc2cccc(Cl)c2)nc2c1c(C)nn2C
-1	COc1ccc(CNc2cc(C)cc(C)c2)cc1OC
-2	CCOc1cc(C2/C(=C(/O)c3ccc(OC)cc3)C(=O)C(=O)N2CC2CCCO2)ccc1O (stereo unspecified)
3	COc1cccc(C2=CC(c3ccc(N(C)C)cc3)n3ncnc3N2)c1 (stereo unspecified)
1	COC(=O)Nc1nc2ccc(C(=O)c3ccc(F)cc3)cc2[nH]1
4	CC(C)c1ccc(C2C3CSCC=C3C(C#N)=C(N)C2(C#N)C#N)cc1 (stereo unspecified)
1	O=C(O)Cc1cc(I)c(Oc2ccc(O)c(I)c2)c(I)c1
-5	O=C(c1ccc(N2CCN(C3CC(=O)N(c4ccc(F)cc4)C3=O)CC2)cc1)c1cccnc1 (stereo unspecified)
-2	O=C(O)/C(=C/c1ccco1)c1ccccc1
1	Cc1nc(NC(=O)c2ccc(Cl)cc2)sc1-c1csc(Nc2cccc(F)c2)n1
4	CSc1nnc2n(Cc3ccccc3)c(=O)c3c4c(sc3n12)COC(C(C)C)C4 (stereo unspecified)
1	CCc1nc(SCC#N)c(C#N)cc1C
0	COc1cccc(-c2nnc3sc(-c4ccc(C)cc4)nn23)c1
2	CCN1CCCC1CNC(=O)Cn1cnc2sc(C)c(S(=O)(=O)N3CCC(C)CC3)c2c1=O (stereo unspecified)
-2	CC(C)=CCc1c(O)c(CC=C(C)C)c2c(c1O)-c1cc(O)c(O)cc1CC2
1	O=C1Nc2ccccc2C12OCCS2 (stereo unspecified)
-1	Nc1nc(N)c2[nH]cnc2n1
0	O=C(Cn1c(COc2ccccc2)nc2ccccc21)Nc1cc(Cl)c(Cl)cc1Cl
2	CCOC(=O)c1c(C)[nH]c(C(=O)Nc2ccc3c(c2)OCO3)c1C
6	Cn1c(SCC(=O)NCc2ccccc2)nc2c([nH]c3ccccc32)c1=O
-1	COc1ccc(NC(=S)N(C(C)C)C2CCN(C(C)C)CC2)cc1Cl

The list continues.
NR2E3 agonist	canonical_smiles
-2	COc1ccc(-c2nnc3sc(-c4ccccn4)nn23)cc1
2	CCOC(=O)c1c(NC(=O)CCNCc2ccco2)sc2c1CCC2
2	O=C(C1CCC1)N1CCc2cc(S(=O)(=O)N3CCc4ccccc4C3)ccc21
0	COc1cc(C2CC(=O)Nc3n[nH]c(-c4ccccc4)c32)cc(OC)c1OC (stereo unspecified)
4	CCN(CC)c1ccc(/C=N/NC(=O)C(O)(c2ccccc2)c2ccccc2)o1
2	COc1cccc2[nH]c3c(N4CCc5ccccc5C4)ncnc3c12
-13	O=C1c2ccccc2-c2onc3ccc(NCCCn4ccnc4)c1c23
-2	COc1ccc(C2c3c(ccc4ccccc34)Oc3ncn4nc(Cc5ccc(OC)c(OC)c5)nc4c32)cc1 (stereo unspecified)
-2	O=C(CN1C(=O)NC2NC(=O)NC21)N/N=C/c1ccccc1F (stereo unspecified)
5	Cc1cccc(N2CCN(S(=O)(=O)c3ccc4[nH]c(=O)c(=O)[nH]c4c3)CC2C)c1 (stereo unspecified)
-2	CCc1ccc2oc(-c3cc(N=Cc4cccc(OC)c4O)ccc3O)nc2c1
-3	O=C(COC(=O)c1cc(-c2ccncc2)nc2ccccc12)Nc1ccc2c(c1)OCO2
16	COc1cc(OC)cc(-c2nnc(Sc3ccc(C=O)cc3[N+](=O)[O-])o2)c1
-1	O=C(C1=C[C@@H]2[C@H]3C(=O)N(c4ccccc4)C(=O)[C@H]3[C@@H](C(=O)c3ccc(Cl)cc3)N2C=C1)c1ccccc1
0	COc1cc2cc(Oc3ccc4ccc(=O)oc4c3)c(=O)oc2cc1OC(=O)C=C(C)C
-3	CCCCn1nc(-c2ccccc2)c2nc3ccccc3nc21
1	CCNC(=S)Nc1cccc([N+](=O)[O-])c1
1	CCOC(=O)C1=C(C)N=C2SCCC(=O)N2C1c1ccc(OC)cc1 (stereo unspecified)
2	O=C(NC(=S)Nc1ccc(CN2CCOCC2)cc1)c1ccc(-c2ccc(Br)cc2)o1
0	O=[N+]([O-])c1ccc(Cl)c(/C=N/n2c(-c3cccnc3)n[nH]c2=S)c1
2	N[C@@H](Cc1ccc(O)c(I)c1)C(=O)O
0	COC(=O)c1sccc1-c1ccc(C(N)=O)o1
1	Brc1ccc(-c2nnc3ccc(Nc4ccccc4)nn23)cc1
7	O=C(O)C(Cc1ccccc1)N1C(=O)/C(=C/c2cccc3ccccc23)SC1=S (stereo unspecified)
1	COc1ccc(-c2c(C)n([O-])c3c([n+]2=O)CCCC3)cc1OC
3	COc1cc(CCN2C(=O)N[C@@H](CCc3ccccc3)C(C(C)=O)=C2C)cc(OC)c1OC
-2	CCOCC(=O)Nc1cc(C(=O)Nc2ccc(F)cc2)ccc1Cl
5	Oc1ccc(N=C/C=C/c2ccc(Br)cc2)cc1-c1nc2ccccc2s1
3	COC(=O)c1c(NC(=O)CN2CCN(S(=O)(=O)c3ccccc3)CC2)sc2c1CCC(C)C2 (stereo unspecified)
-2	O=C(/C=C/c1ccc(F)cc1)Nc1nc2ccccc2[nH]1
-1	Cc1cccc2c1NC(=O)C21N2CCCC2C(C(=O)c2ccc3ccccc3c2)C12C(=O)Nc1ccccc12 (stereo unspecified)
2	Cc1ccc(NC(=S)Nc2ccc(S(=O)(=O)Nc3ncccn3)cc2)cc1Cl
4	CN1C(=O)c2ccccc2C(C(=O)NCCCN2CCCC2=O)C1c1c[nH]c2ccccc12 (stereo unspecified)
1	COc1ccc(OC)c(NC(=O)C2C3CCC(O3)C2C(=O)O)c1 (stereo unspecified)
-1	COc1ccc2c(=O)c3c(=O)n(-c4ccc(C)cc4)c(-c4ccccc4)nc3oc2c1
-7	Cn1c(=O)cc(SCC(=O)Nc2ccccn2)c2ccccc21
3	CN(CCOC(=O)CN1C(=O)c2ccccc2C1=O)C1=NS(=O)(=O)c2ccccc21
3	CC1CCCN(C(=O)c2cc(N3C(=O)C4C5CCC(C5)C4C3=O)ccc2Cl)C1 (stereo unspecified)
5	CC(C)(C)OC(=O)NCCCC1=CC2=CC(=O)C(C)(OC(=O)c3ccco3)C(=O)C2=CO1 (stereo unspecified)
1	Cc1cccc(N(CC(=O)NC2CCCCC2)C(=O)CCC(=O)Nc2ccccn2)c1

Arranged by value in NR2E3 agonist (highest first): some entries from above.
NR2E3 agonist	canonical_smiles
4	CCN(CC)c1ccc(/C=N/NC(=O)C(O)(c2ccccc2)c2ccccc2)o1
2	Cc1cc(=O)oc2cc(OCC(=O)N3CC(C)OC(C)C3)ccc12 (stereo unspecified)
-2	CCOC(=O)c1cnc(=O)[nH]c1C

Going on with the list:
NR2E3 agonist	canonical_smiles
2	C=CCn1c(-c2ccc(=O)n(Cc3ccccc3)c2)n[nH]c1=S
-2	CN(Cc1ccccc1NC(=O)c1ccc(S(=O)(=O)N(C)C)cc1)C1CCCCC1
1	CCN(CC)CCn1c(C)nc2c(sc3nc4c(cc32)COC(C)(C)C4)c1=O
-1	Cc1nc(N2CCN(c3ccccc3)CC2)[nH]c(=O)c1Cc1cccc2ccccc12
0	COc1ccc(C2C=C(c3ccccc3)Nc3nc(NC(C)=O)nn32)cc1 (stereo unspecified)
2	CCCCn1c(=S)[nH]c2ccc(N3CCOCC3)cc2c1=O
-1	Oc1c(C(c2cccs2)N2CCN(c3ccccc3)CC2)ccc2cccnc12 (stereo unspecified)
-1	CCOC(=O)c1[nH]c2cc3c(cc2c1NC(=O)CN1CCCCC1C)OCO3 (stereo unspecified)

Next section, starting with the last 7 of the part before.
NR2E3 agonist	canonical_smiles
-2	CN(Cc1ccccc1NC(=O)c1ccc(S(=O)(=O)N(C)C)cc1)C1CCCCC1
1	CCN(CC)CCn1c(C)nc2c(sc3nc4c(cc32)COC(C)(C)C4)c1=O
-1	Cc1nc(N2CCN(c3ccccc3)CC2)[nH]c(=O)c1Cc1cccc2ccccc12
0	COc1ccc(C2C=C(c3ccccc3)Nc3nc(NC(C)=O)nn32)cc1 (stereo unspecified)
2	CCCCn1c(=S)[nH]c2ccc(N3CCOCC3)cc2c1=O
-1	Oc1c(C(c2cccs2)N2CCN(c3ccccc3)CC2)ccc2cccnc12 (stereo unspecified)
-1	CCOC(=O)c1[nH]c2cc3c(cc2c1NC(=O)CN1CCCCC1C)OCO3 (stereo unspecified)
0	COc1ccc(-c2csc(NC(=O)COC(=O)Cc3ccc(Cl)cc3Cl)n2)cc1
-3	COc1ccc(C(C#N)Nc2ccccc2)cc1 (stereo unspecified)
-1	Oc1ccc(O)c(/C(=N/Nc2ccccc2)c2ccccc2)c1
0	C[C@@H]1NC(=O)[C@H](CCC(N)=O)NC(=O)c2cc([N+](=O)[O-])cc(I)c2NCC[C@@H](C(N)=O)NC1=O
1	CCN(CC)CCCNC(=O)c1ccc2c(SCC(=O)O)c3c(nc2c1)CCC3
3	CSc1nnc2c(n1)OC(c1cn(C)c3ccccc13)N(C(C)=O)c1ccccc1-2 (stereo unspecified)
-4	CCOC(=O)CC1C(=O)NCCN1c1nc2c(C)cccn2c(=O)c1/C=C1\SC(=S)N(C(C)CC)C1=O (stereo unspecified)
-2	CCN(CC)CCCN(Cc1cc2cc(OC)ccc2[nH]c1=O)C(=O)Nc1ccccc1
-2	CN(CCCN1c2ccccc2CCc2ccccc21)CC(=O)c1ccc(Cl)cc1
0	CC(=O)c1ccccc1NC(=O)COC(=O)c1ccc2c(c1)nc(C)n2-c1ccccc1
2	COc1ccc2nc(/C=N/NC(=O)[C@H](C)NC(=O)OC(C)(C)C)ccc2c1
-3	CCNc1nnc(-c2ccccc2OC)s1
2	COC(=O)c1cc(N2C(=O)C3C(C2=O)C2(C)C=CC3(C)O2)ccc1Cl (stereo unspecified)
3	CC(=O)[C@@H]1[C@@H]2C(=O)N(C3CCCCC3)C(=O)[C@@H]2C2c3ccccc3C=CN21 (stereo partly specified)
3	COc1ccc(OC)c(NS(=O)(=O)c2ccc(Br)s2)c1
-1	Cc1ccc(C(=O)n2nnc3ccccc32)cc1

Bioassay records (PubChem)
